Compound activity deposited in PubChem BioAssay by National Center for Advancing Translational Sciences (NCATS).
Pin1 inhibitor: inhibitors of human Pin1 | Q13526 | Pin1 FP peptide displacement, HiFluor488, 10 min | Potency, µM (series often up to 115 µM), inactives show at the highest dose activity, negative = inhibition, usual class: inhibitors | 390,000 compounds, 0.009% hits | AID 504891; active = well fitted inhibition curve with a large enough effect in the polarisation, with a control signal flat, not every such curve was filed as active; inconclusive = small, poorly fitted or top-dose-only effect, or effect the other way, or a change in a side signal; inactive = no such curve, though single readings can be large or run the other way; the % refers to the polarisation; also: % is scaled to controls: 0 for no effect and ±100 for the full control effect
GLS inhibitor: inhibitors of human glutaminase (GLS). O94925. GLS enzymatic activity, qHTS titration. Potency, µM (titrated, usually from 45.5 µM), inactives show at the top dose activity change, negative = inhibition, usual class: inhibitors. 410,000 compounds, 0.21% hits. AID 624170; also: % is scaled to controls: 0 for no effect and ±100 for the full control effect
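Coupled fluorescence readout: glutamate oxidase/HRP/Amplex Red detect glutamate formed by hKGA from L-glutamine (1 mM solution added). Buffer 45 mM KH2PO4 pH 8.2, 0.02% Tween-20; reads at t0 and 30 min RT.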
JMJD2A Tudor: blocks the human JMJD2A Tudor domain. O75164. AlphaScreen JMJD2A-Tudor / H3K4me3 peptide binding. Potency, µM (series often up to 114 µM), for inactives: top-dose activity change, negative = inhibition, actives largely listed as inhibitors. 390,000 compounds, 4.4% hits. AID 504339; also: % is scaled to controls: 0 for no effect and ±100 for the full control effect; nearly all actives have a fitted effect of over 50% in size
HP1b chromo inh: HP1-beta chromodomain-methylated histone interaction inhibition; Potency, µM (titrated, usually from 114 µM), inactives show at the top dose activity change, negative = inhibition, hits mostly inhibitors; P83916; 390,000 compounds, 0.56% hits; AlphaScreen HP1-beta / biotin-H3K9me3 peptide binding; also: nearly all actives have a fitted effect of over 70% in size; inactives centre near 23
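AlphaScreen: HP1-beta (50 nM) preformed 30 min with biotin-H3(1-18)K9me3 peptide (50 nM) in PBS pH 7.4, 0.01% Tween-20. Compound added for 30 min at RT, then streptavidin donor/nickel chelate acceptor beads (10 ug/mL) for 30 min.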
PGK inhibitor: T. brucei PGK inhibition; P07378; PGK/GAPDH coupled, Kinase-Glo luminescence, 60 min; Potency, µM (series often up to 57.5 µM), inactives show top-dose activity change, negative = inhibition, hits mostly inhibitors; 380,000 compounds, 0.043% hits; AID 602233; also: % is scaled to controls: 0 for no effect and ±100 for the full control effect; nearly all actives have a fitted effect of over 60% in size
Target sequence (P07378 whole entry, looked up): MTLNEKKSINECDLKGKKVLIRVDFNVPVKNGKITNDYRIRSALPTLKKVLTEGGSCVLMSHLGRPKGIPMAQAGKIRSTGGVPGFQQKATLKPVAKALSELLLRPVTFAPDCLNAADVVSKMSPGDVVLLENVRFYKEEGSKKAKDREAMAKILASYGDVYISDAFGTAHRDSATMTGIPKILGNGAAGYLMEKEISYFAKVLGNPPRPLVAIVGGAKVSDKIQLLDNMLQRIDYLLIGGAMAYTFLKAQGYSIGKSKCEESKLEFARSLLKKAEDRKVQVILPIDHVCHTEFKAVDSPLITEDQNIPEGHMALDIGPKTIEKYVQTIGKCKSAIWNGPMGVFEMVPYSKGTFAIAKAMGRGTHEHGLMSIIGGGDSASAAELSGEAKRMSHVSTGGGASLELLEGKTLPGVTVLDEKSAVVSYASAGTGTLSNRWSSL
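Luminescent ATP detection (Kinase-Glo Plus) follows a 60-minute room-temperature incubation, with wells lacking PGK as controls. Buffer: 100 mM TEA (pH 7.6), 5 mM MgCl2, 0.01% Tween-20. Coupling enzyme GAPDH (100 nM final) supplies unstable 1,3-BPG in-well.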
RGS4 inhibitor: blocks human RGS4-accelerated GTP hydrolysis. 390,000 compounds, 0.039% hits. Potency, µM (titrated, usually from 114 µM), for inactives: top-dose activity change, negative = inhibition, most hits filed as inhibitors. Transcreener GDP fluorescence polarization, RGS4-accelerated GTP hydrolysis; also: % is scaled to controls: 0 for no effect and ±100 for the full control effect; nearly all actives have a fitted effect of over 75% in size; some results filed as inactive show a strong effect at the top dose
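MLSMR compounds (23 nl, pin-transferred) preincubated 10 min at room temperature with a 500nM (2x) first reagent, then RGS4 at 900nM (2x) plus Transcreener GDP mix added; fluorescence polarization (620/688 nm) read before and after 90 min at 30 °C.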
12-LOX inh: ALOX12 (human) lipoxygenase inhibition | AID 1671190 | Potency, µM (highest dose often 108 µM), inactives show at the highest dose activity change, negative = inhibition, most hits filed as inhibitors | purified 12hLO, xylenol orange hydroperoxide absorbance | 580,000 compounds, 1.1% hits | P18054; also: % is scaled to controls: 0 for no effect and ±100 for the full control effect
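Purified human 12hLO (150 nM final) in 25 mM Hepes, 0.01% Triton X-100, pH 7.0 was preincubated 15 min at room temperature with compound. Then 40 uM arachidonic acid was added, 30 min. Hydroperoxide was read by Fe-XO absorbance ratio 573/405 nm.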
TrxR1 inh: blocks rat thioredoxin reductase 1; O89049; Potency, µM (doses to about 114 µM), inactives show at the highest dose activity change, negative = inhibition, most hits filed as inhibitors; AID 588453; 390,000 compounds, 1% hits; recombinant rTrxR1, NADPH fluorescence consumption, selenite substrate; also: % is scaled to controls: 0 for no effect and ±100 for the full control effect; nearly all actives have a fitted effect of over 65% in size
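Rat TrxR1 (90 nM in the dispensed reagent) was pre-reduced with 400 uM NADPH for 5 min at room temperature, then incubated with compound for 15 min. After 400 uM selenite was added, NADPH fluorescence (Ex 340/Em 450 nm) was followed for 8 min.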
ERG Ets-DNA blk: inhibitors of human ERG Ets domain-DNA interaction; P11308; fluorescence polarization, His-ERG Ets domain / labelled DNA; Potency, µM (titrated, usually from 76.9 µM), for the others: at the highest dose FP activity, negative = inhibition, hits mostly inhibitors; 370,000 compounds, 0.028% hits; AID 624246; active = well fitted inhibition curve with a large enough effect in the polarisation, with a control signal flat; inconclusive = small, poorly fitted or top-dose-only effect, or effect the other way, or a change in a side signal; inactive = no such curve, though single readings can be large or run the other way; the % refers to the polarisation;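 also: polarization taken with two DNA probes labelled with fluorescein and Texas red; % of control where 0% means no effect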
Target sequence (P11308 whole entry, looked up, the tested form may be a part): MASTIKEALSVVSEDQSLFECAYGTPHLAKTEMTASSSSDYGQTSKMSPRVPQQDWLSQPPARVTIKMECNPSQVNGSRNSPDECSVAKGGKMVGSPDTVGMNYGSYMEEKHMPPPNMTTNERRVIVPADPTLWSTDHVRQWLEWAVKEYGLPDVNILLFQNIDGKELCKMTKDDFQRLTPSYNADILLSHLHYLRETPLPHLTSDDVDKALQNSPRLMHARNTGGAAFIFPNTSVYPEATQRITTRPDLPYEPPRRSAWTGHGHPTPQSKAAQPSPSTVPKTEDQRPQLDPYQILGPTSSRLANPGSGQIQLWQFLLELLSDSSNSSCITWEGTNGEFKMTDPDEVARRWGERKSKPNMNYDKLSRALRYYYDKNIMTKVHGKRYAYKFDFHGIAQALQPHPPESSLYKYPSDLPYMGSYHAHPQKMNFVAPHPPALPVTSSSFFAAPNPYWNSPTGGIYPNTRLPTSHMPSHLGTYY
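His-tagged ERG Ets domain (1 uM in the protein solution; 300mM KCl, 50mM Tris-HCl, 1mM EDTA, 1mM DTT, pH 7.5) received compound, then a probe mix of 5 nM fluorescein-DNA and 100nM Texas-615-DNA. Fluorescence polarization was read for both dyes.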
Active calls of the source: *; i = inactive; ? = inconclusive; · = not tested or not shown; & = joins results of further samples; [ ] = remark or other dose. Unless noted, calls follow the shape of the dose curve; as a rule, active = well fitted curve in the direction sought with a large enough effect; inconclusive = small, poorly fitted or top-dose-only effect, or another doubt; inactive = no such curve, though single readings can be large; an effect the other way counts as inactive or inconclusive. Potency is read from the fitted curve at half-maximal effect.

SMILES | Pin1 inhibitor | GLS inhibitor | JMJD2A Tudor | HP1b chromo inh | PGK inhibitor | RGS4 inhibitor | 12-LOX inh | TrxR1 inh | ERG Ets-DNA blk
CN1CCN(C(CNC(=O)C(=O)Nc2ccc(F)cc2F)c2ccc3c(c2)OCO3)CC1 (stereo unspecified) | -16% | 1% | -16% | 14%[57 µM] | -5% | 15% | -1% | 8%[57.1 µM] | 1%
Cc1ncc(CO)c2c1Oc1nc(-c3ccccc3)nc(SCC(=O)N3CCCCC3)c1C2 | ? | -1%&-5% | ? | -4%&26% | -4%&-3% | 9%[11.4 µM] | ? | ? | 3%&-4%
COc1ccc2c(COC(=O)c3ccc(C)c(S(=O)(=O)N4CCOCC4)c3)cc(=O)oc2c1 | 46%[activator] | -3% | -13% | 19% | -9% | -26% | -19% | -15% | ·
COc1ccc(N2CCN(C(=O)Nc3cn(CC(C)C)c(=O)c4ccccc34)CC2)cc1 | -10% | 19% | ? | 26% | -5% | -12% | -2% | 4% | 0%
O=C(Cn1nnc(-c2ccccc2NC(=O)C2CC2)n1)NC1CCCCC1 | 5% | 6% | -15% | 8% | -1%[11.5 µM] | 7% | 5% | 8% | ·
Cc1ccc2cc(CN(C(=O)c3ccco3)c3cccc(C)c3C)c(=O)[nH]c2c1 | -1% | ? | -1% | 27% | 0% | ? | -11% | 18µM* | -2%
Cc1c(Cl)cnc(NC(=O)COC(=O)[C@@H](NC(=O)c2ccco2)C(C)C)c1Cl | ? | -20% | ? | 21% | -13% | -35% | ? | 11µM* | -15%
CC(CNC(=O)c1ccc(-c2ccccc2)cc1)CN(C)C (stereo unspecified) | 22% | 1% | -2% | 11% | 2% | -24% | 37% | -1% | 13%
COc1ccc(CN(C(=O)c2ccccc2OC)C2CCS(=O)(=O)C2)cc1 (stereo unspecified) | 0% | -2% | -11% | 37% | 4% | -5% | 0% | -7% | -7%
CC(NC(=O)CC12CC3CC(CC(C3)C1)C2)C(=O)O (stereo unspecified) | -10% | 5% | -11% | 3% | -9% | 12% | 5% | 23% | -7%
Cc1ccc2oc(=O)c(S(=O)(=O)c3ccc(F)cc3)cc2c1 | 3% | -4% | -6% | 18% | -10% | 27% | -27% | 48%[activator] | -11%
COc1ccc(NC(=O)CCSCCC(=O)Nc2ccc(OC)cc2OC)c(OC)c1 | -4% | -2% | -17% | 12% | 1% | 11% | -24% | -13% | 3%
Cn1nc(C(F)(F)F)c2cc(C(=O)Nc3ccc(Cl)cc3)sc21 | -9% | 0% | -15% | 37% | -12% | -5% | 0% | -27% | 1%
COc1ccc(C)cc1NC(=O)c1ccc2c(c1)OCO2 | -8% | 0% | -13% | 27% | -3% | 11% | -10% | 3% | -4%
CC(C)(Cc1ccccc1)/[N+]([O-])=C\c1ccc(C(F)(F)F)cc1 | 4% | -10% | 6% | 44%[activator] | -14% | -3% | -20% | 15% | 0%
COc1cc(NC(=O)c2nc(-c3ccncc3)no2)cc(OC)c1OC | -2% | -4% | 0% | 16% | -3% | 23% | -7% | 4% | 1%
Nc1ccc(S(=O)(=O)NCC(=O)OCCOc2ccccc2)cc1[N+](=O)[O-] | -2% | 0% | -29% | -5% | -9% | 9% | ? | 15% | 2%
CCN(CC)S(=O)(=O)c1cccc(-c2nnc(SCCCC(=O)c3ccccc3)o2)c1 | 20% | · | 15% | 49%[activator] | 5% | 4% | -5% | 2% | 1%
CCCN1CNc2c(c(=O)[nH]c(=S)n2CCC(C)(C)C)C1 | -1% | · | -5% | 15% | · | -20% | · | -19% | ·
COc1ccc(C2=NOC(C(=O)NC3CCCCC3)C2)cc1OC (stereo unspecified) | -10% | -7% | -8% | 20% | -5% | -1% | 0% | 16% | -15%
C[C@H]1COC(=O)[C@H](Cc2ccc(F)cc2)C/C=C\C[C@H](CC(=O)N(CCO)Cc2ccccc2)C(=O)N1 | -10% | 3% | -14% | 34% | 6% | 7% | -4% | 12%[57.1 µM] | 2%
Cc1ccc(NC(=O)CNC(=O)c2ccc(C)o2)cc1 | -2% | 3% | 2% | 34%[activator] | -8% | -15% | 23% | 13% | 6%
O=C1C(=O)N(CCN2CCOCC2)C(c2cccc(Cl)c2)/C1=C(\O)c1ccc2c(c1)OCCO2 (stereo unspecified) | 1% | 13% | -16% | 5% | -5% | 10% | ? | -20% | 7%
CCC(=O)N1c2ccc(S(=O)(=O)CCC(=O)NCc3cccs3)cc2CC1C (stereo unspecified) | 2% | -5% | -17% | 69%[activator] | 2% | -25% | 6% | 8%[57.1 µM] | -26%
C(=C\CSc1ncn[nH]1)/CSc1ncn[nH]1 | -6% | 0% | -5% | 46%[activator] | 11% | 4% | -10% | 2% | -3%
CCOC(=O)c1nn(-c2ccc(F)cc2)c(=O)cc1OCC(=O)Nc1ccc(OCC)cc1 | -1% | 4% | ? | 24% | -9% | -16% | -29% | 22% | 4%
O=[N+]([O-])c1cc2oc3c(c2c(C=NCc2ccncc2)c1O)CCCC3 | 5% | ? | 56µM* | ? | -10% | -41% | · | -28% | 1%
COc1cccc(-c2nn(-c3ccccc3)cc2CN(C)Cc2ccno2)c1 | 4% | 0% | 17% | 60%[activator] | i | -30% | -2% | 14%[57.1 µM] | -3%
Cc1ccnc(NC(=O)Cn2c(=O)oc3cc(S(=O)(=O)N4CCCC4)ccc32)c1 | -5% | 5% | -7% | 34% | 4% | 1% | -3% | 6% | 2%
CC(Sc1nnc(-c2cccnc2)n1N)C(=O)NCCC1=CCCCC1 (stereo unspecified) | -1% | 5% | -12% | 8% | -6% | -11% | -3% | -7% | -1%
CCc1nn(CCCC(=O)N2CCC(C)CC2)c(=O)c2cc3occc3n12 | 0% | 2% | -20% | 16% | i | 9% | -2% | 13% | -8%
CCc1ccccc1N1CC(C(=O)O)CC1=O (stereo unspecified) | 1% | 0% | -32% | 15% | 0% | -18% | 0% | 11%[57.1 µM] | 3%
CCCN(Cc1cc2cccc(C)c2[nH]c1=O)C(=O)c1cccc(Cl)c1 | -5% | -9% | -28% | 3% | -6% | 16% | -2% | 30% | -1%
COc1ccc(S(=O)(=O)n2nc(C)c(S(=O)(=O)N3CCCCC3)c2C)cc1 | -2% | 5% | ? | 22%[57 µM] | -9% | 5% | ? | 13%[57.1 µM] | 3%
COc1ccc(C(=O)CC(=O)C(=O)Nc2cc(C)ccc2C)cc1 | -6% | 1% | ? | 2% | -9% | -26% | 0% | 4% | 10%
Cn1c(SCC(=O)c2ccc(F)cc2)nc2cccnc21 | 0% | 3% | -10%[11.4 µM] | 34% | i | -36%[11.4 µM] | ? | -3% | 0%
CCOC(=O)C1CCN(C(=O)c2ccc3c(c2)C(=O)N(c2ccccc2C)C3=O)CC1 | -3% | -1% | -3% | 38% | 6% | -3% | 12% | 4% | -5%
CC(CNC(=O)CCS(=O)(=O)c1ccc2c(c1)oc(=O)n2C)c1ccccc1 (stereo unspecified) | -6%&-1% | 4%&-1% | -7%&-5% | 38%&30% | -2%&-7% | 3%[11.4 µM] | 3%&-16% | 21%&16% | 8%&0%
CC(Sc1nnc(-c2cccnc2)n1N)C(=O)Nc1ccc2c(c1)OCCO2 (stereo unspecified) | 9% | 0% | -21% | 21% | -4% | -29% | -14% | 4% | -5%
Cc1c(Cl)cccc1NC(=O)CCN1CCN(CCO)CC1 | -7% | 4% | -13% | 31% | 3% | 15% | ? | 18% | 12%
S=c1[nH]nc(COc2ccccc2)n1/N=C/c1cccc(Br)c1 | 0% | 28% | ? | -5% | 1% | -44% | 32µM* | ? | -6%
C=CCNc1nc(-c2ccc([N+](=O)[O-])cc2)cs1 | 0% | -1% | -30% | -11% | -2% | -24% | -19% | -2% | 4%
O=c1cc(-c2ccccc2)oc2cc(O)cc(O)c12 | 2% | 13% | -25% | 16% | -3% | 6% | ? | 4%[57.1 µM] | -2%
O=c1[nH]c(=O)n(C2OC(CO)C(O)C2O)cc1N1CCOCC1 (stereo unspecified) | -3% | -2% | -2% | 33% | -1% | 22% | -8% | 7%[57.1 µM] | 11%
Cc1cccn2c(=O)c3cc(C#N)c(=O)n(-c4c(C)n(C)n(-c5ccccc5)c4=O)c3nc12 | -6% | 1% | 0%[57.1 µM] | -10% | i | -39%[11.4 µM] | ? | -6%[57.1 µM] | 1%
N#CC1=C(c2ccccc2)/C(=C/c2ccccc2)OC1=O | 1% | 33%[activator] | ? | ? | -10% | ? | ? | ? | 0%
O=C(Nc1nccs1)[C@@H]1CCCN1S(=O)(=O)c1ccccc1F | -2% | -1% | 1% | 32% | i | -15% | -27% | -3% | 13%
CCOc1ccc(C(=O)c2c(N)c(-c3nc(-c4ccc5c(c4)OCO5)cs3)c3ccccn23)cc1 | ? | 0% | -10% | 33%[activator] | · | 2% | -26% | 13% | 6%

Only part of the results is shown. The share of hits here may be higher or lower than overall.
